Diaph inh CS – counter-screen for diaphorase-based assays: diaphorase inhibitors and chemical oxidizers; AID 1217; diaphorase resazurin-to-resorufin fluorescence, NADH, 16 min; bacterial (C. kluyveri) enzyme, not human; 190,000 compounds, 0.69% hits; inhibition, % at 20 µM;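 active means primary screen inhibition at 20 µM above a set limit, cut at about 50% in these data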;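 further: plate controls were DMSO with full reaction for no effect and wells lacking NADH for full effect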
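Test system: diaphorase enzyme from Clostridium kluyveri; amount: diaphorase at 0.14 U/mL in enzyme working solution; detection: fluorescence of resorufin formed from resazurin, Ex 544/Em 590 nm; times: reaction incubation of 16 min at room temperature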
G6PDH counter – L. mesenteroides G6PDH inhibition counter-screen; Purified L. mesenteroides G6PDH, diaphorase/resazurin coupled fluorescence, 45 min; inhibition, % at 5 µM; 200,000 compounds, 0.12% hits
L major viab – inhibitors of Leishmania major promastigote growth; Leishmania major promastigotes, resazurin fluorescence viability; inhibition, % at 10 µM; 200,000 compounds, 9% hits;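 further: promastigotes grown with compound for 44 hours at 28 °C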
TLR4 MyD88 comp – blocks binding of human TLR4 to MyD88; HeLa CL3-4 TLR4/MyD88 BLA complementation, FRET ratio; inhibition, % at 8.4 µM; 200,000 compounds, 0.18% hits; in the data active means inhibition above about 25%;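 further: 0% = vehicle and 100% = reference inhibitor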
Target sequence (O00206 whole entry, looked up): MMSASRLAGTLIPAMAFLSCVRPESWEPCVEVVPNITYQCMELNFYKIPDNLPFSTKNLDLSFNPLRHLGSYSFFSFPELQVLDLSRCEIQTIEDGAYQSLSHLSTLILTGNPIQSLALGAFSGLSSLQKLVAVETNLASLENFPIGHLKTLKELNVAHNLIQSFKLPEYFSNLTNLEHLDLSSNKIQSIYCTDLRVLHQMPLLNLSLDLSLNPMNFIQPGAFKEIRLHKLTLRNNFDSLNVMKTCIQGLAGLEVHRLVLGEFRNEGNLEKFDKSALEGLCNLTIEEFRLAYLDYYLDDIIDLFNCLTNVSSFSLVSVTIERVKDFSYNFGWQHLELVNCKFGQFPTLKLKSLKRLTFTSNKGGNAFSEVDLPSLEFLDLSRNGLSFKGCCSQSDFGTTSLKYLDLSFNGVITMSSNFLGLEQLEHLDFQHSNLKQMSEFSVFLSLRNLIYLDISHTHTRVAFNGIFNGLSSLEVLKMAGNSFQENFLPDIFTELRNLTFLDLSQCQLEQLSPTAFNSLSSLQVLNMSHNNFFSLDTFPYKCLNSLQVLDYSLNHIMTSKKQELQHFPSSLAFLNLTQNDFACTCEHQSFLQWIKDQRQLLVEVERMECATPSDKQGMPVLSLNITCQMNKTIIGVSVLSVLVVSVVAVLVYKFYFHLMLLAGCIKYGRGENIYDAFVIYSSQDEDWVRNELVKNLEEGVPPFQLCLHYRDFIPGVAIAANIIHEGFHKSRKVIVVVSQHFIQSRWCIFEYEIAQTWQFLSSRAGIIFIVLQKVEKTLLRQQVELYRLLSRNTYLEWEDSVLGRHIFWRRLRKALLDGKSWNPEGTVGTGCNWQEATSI
Target sequence (Q99836 whole entry, looked up): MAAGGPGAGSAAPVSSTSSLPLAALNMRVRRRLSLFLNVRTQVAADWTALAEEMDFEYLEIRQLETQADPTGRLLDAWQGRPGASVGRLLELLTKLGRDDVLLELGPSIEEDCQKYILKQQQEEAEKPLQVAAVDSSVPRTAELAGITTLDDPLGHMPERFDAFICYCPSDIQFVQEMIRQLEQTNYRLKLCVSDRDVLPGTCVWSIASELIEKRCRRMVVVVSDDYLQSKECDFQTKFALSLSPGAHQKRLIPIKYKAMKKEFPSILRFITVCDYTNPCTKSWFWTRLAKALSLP
PMI act hi M6P – increases human PMI activity with near-saturating mannose 6-phosphate; P34949; coupled PMI enzyme assay, resazurin fluorescence, 20 min; stronger effect = higher value; 1 = untreated enzyme, 0 = substrate-free blank; activation factor at 20 µM; 190,000 compounds, 0.34% hits; AID 1216;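 active means activation factor of 2 or more at 20 µM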
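Test system: human phosphomannose isomerase with PGI, G6PDH, diaphorase coupling enzymes; amount: 15 ng/mL PMI; incubation: enzyme reaction with compound 20 min at room temperature; technique: resorufin fluorescence (Ex 544/Em 590 nm) from resazurin via diaphorase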
Diaphorase act – counter-screen for diaphorase-based assays: diaphorase activators and chemical reducers; Diaphorase/resazurin coupled assay, resorufin fluorescence, 16 min; stronger effect = higher value; 1 = vehicle wells, 0 = NADH-free wells; activation factor at 20 µM; 190,000 compounds, 0.005% hits;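 active means diaphorase activity raised at least twofold by the compound at 20 µM; inactive means activation factor below 2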
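Material: Purified diaphorase enzyme from Clostridium kluyveri | Buffer or medium: 50 mM HEPES pH 7.4 with 4.542 mM MgCl2, 0.005% Tween 20 | Times: 16 min enzyme reaction, ambient temperature | Signal: Red resorufin fluorescence at 544/590 nm excitation/emission | Measure: Increased resorufin signal from activators or reducing compounds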
Hsp70 activator – Hsp70 transcriptional activation, primary screen. HeLa Hsp70 promoter luciferase reporter, luminescence; scaled: vehicle 0, proteasome-inhibitor control 100%. activation, % at 10 µM. 200,000 compounds, 0.04% hits;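 active means activation above the mean across all tested compounds plus 3 SD, cutoff set per campaign, cut at about 5.5% in these data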;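 further: 100% = MG132 at 30 µM as the positive control and 0% = DMSO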
S1P3 antag – S1P3 (human) receptor antagonism. CHO S1P3 NFAT-BLA reporter, FRET fluorescence, antagonist mode. inhibition, % at 4.98 µM. 170,000 compounds, 0.27% hits. AID 485;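 active means inhibition above the plate cutoff, the mean inhibition of test wells on that plate plus 3 SD, cut at about 28% in these data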;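 further: cells challenged with S1P at its EC80 of 0.8 µM; blue over green emission ratio from cleaved BLA substrate after 4 h stimulation; 0% = S1P-stimulated wells and 100% = unstimulated DMSO-only wells; some compounds past the cut are filed as inactive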
DTT redox prof – compounds producing H2O2 with reducing agent – biochemical, NIH compound library profiling, artefact control for MLSCN library redox annotation, primary screen | DTT-dependent redox cycling H2O2, phenol red/HRP absorbance; 100% = 100 µM peroxide control, 0% = buffer | activation, % at 10 µM | 200,000 compounds, 0.03% hits | AID 878;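 active means activation of at least 50% relative to the plate's high and low controls in the primary single-dose screen; inactive means activation below 50%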;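 further: compound incubated with DTT at 0.8 mM final as the reducing agent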
PMI activator – increases human mannose-6-phosphate isomerase activity. activation factor at 20 µM. purified human PMI, coupled resazurin fluorescence, 20 min; stronger effect = higher value; 1 = vehicle control, 0 substrate-free wells. P34949. 190,000 compounds, 0.005% hits;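 active means activation factor of 2 or more at 20 µM, relative to plate controls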
RAM network inh – yeast RAM network inhibition; 190,000 compounds, 1.8% hits; AID 868; inhibition, % at 50 µM; S. cerevisiae dse1pr::URA3 reporter, 5-FOA growth OD615, 2 d; analog-sensitive cbk1-as2 kinase mutant strain;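 active means inhibition above a set limit, 3 SD over mean compound inhibition, cut at about 8.4% in these data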;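 further: 0% = DMSO-only wells with no growth and 100% = 10 µM 1-NA-PP1 full growth; inhibition rescues growth on 5-FOA so higher OD means more RAM inhibition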
* hit, by the source's call; x = no result given. Unless noted, no stated cut-off is given here; in the data, active means inhibition above about 50%; inactive means the rest.

SMILES | Diaph inh CS | G6PDH counter | L major viab | TLR4 MyD88 comp | PMI act hi M6P | Diaphorase act | Hsp70 activator | S1P3 antag | DTT redox prof | PMI activator | RAM network inh
CCCCCC(=O)NCc1c(C(F)(F)F)nn(C)c1N1CCOCC1 | 14.5 | 10.2 | -0.2 | -19.9 | 0.9 | 0.9 | -0.2 | -5.1 | 0.8 | 0.8 | 0.3
COc1ccc(N2CCN(C3CC(=O)N(C)C3=O)CC2)cc1 (stereo unspecified) | 10.2 | 4.7 | 1.9 | -8.0 | 1 | 0.9 | 0.0 | 27.5 | 0.9 | 1 | 0.6
Cc1cc(C)cc(NC(=O)CCN2CC(C)OC(C)C2)c1 (stereo unspecified) | 9.3 | 2.7 | 80.3* | -6.2 | 1 | 0.9 | 0.0 | -5.5 | -3.2 | 1 | -1.3
CCn1ncc(Br)c1C(=O)Nc1ccc(C(=O)OC(C)C)cc1 | -3.9 | 8.5 | 3.3 | -3.0 | 1.1 | 1 | -0.2 | x | 0.1 | 1 | 1.7
CC1=Nc2ccc3ccccc3c2C1(C)C | 14.7 | 1.5 | -1.4 | -9.8 | 1 | 0.9 | -0.3 | 2.5 | 0.0 | 1.1 | -0.1
CC(NC(=O)Nc1ccc([N+](=O)[O-])cc1)C(c1ccccc1)N1CCOCC1 (stereo unspecified) | -0.5 | 4.0 | 3.4 | 0.8 | 1 | 1 | -0.3 | -31.8 | 0.2 | 1 | 1.6
O=S(=O)(NCc1ccccn1)c1ccccc1 | 17.9 | 6.6 | -3.8 | -5.0 | 1.1 | 0.8 | -0.3 | x | 0.3 | 1.1 | 1.4
Cc1cccc(-c2n[nH]c(=S)n2/N=C/c2ccc(C)s2)c1 | 6.6 | -1.1 | 43.6 | 0.0 | 1 | 0.9 | -0.4 | 1.2 | -0.4 | 1 | 2.4
Cc1cccc(N2CC(O)(c3cccs3)[N+]3=C2CCCCC3)c1 (stereo unspecified) | 7.7 | -2.6 | 37.2 | -13.8 | 1.1 | 0.9 | -0.1 | -5.7 | -0.6 | 1.1 | -0.2
CC(=O)C1=C(C)NC(=O)NC1c1cc(Br)ccc1OCC(N)=O (stereo unspecified) | 5.8 | 0.3 | -2.1 | -1.2 | 1.1 | 0.9 | -0.3 | -12.5 | 2.2 | 1 | 2.4
COc1ccc2nc(N3CCCC(O)C3)c(C#N)cc2c1 (stereo unspecified) | 15.3 | 9.0 | -0.8 | 2.5 | 0.8 | 0.8 | -0.3 | -7.6 | 0.0 | 1.1 | 2.6
Cc1cccc(NC(=S)NC2CCN(Cc3ccccc3)CC2)c1C | 9.9 | 6.1 | 89.2* | -2.1 | 1.1 | 0.9 | -0.5 | -15.3 | -0.2 | 0.9 | -1.5
O=C(Nc1ccc(Cl)c(Cl)c1)Oc1ccc(NC(=O)c2ccco2)cc1 | 5.4 | 4.4 | -2.4 | -7.4 | 1 | 0.9 | -0.1 | x | 0.0 | 0.9 | -1.1
Cc1cccc2c1N(C)C(=O)C2=O | 11.0 | 11.8 | 6.9 | -13.4 | 0.8 | 0.9 | -0.3 | -17.3 | -0.5 | 1 | 0.9
S=C(Nc1cccc(Cl)c1)Nc1ccc2cn[nH]c2c1 | 20.0 | -4.0 | 10.9 | -1.0 | 0.6 | 0.8 | -0.3 | -13.2 | 0.4 | 0.6 | 0.6
Cc1nnc(SCc2ccc(Cl)cc2)nc1/C=C/N(C)C | 5.3 | 0.5 | 12.8 | 7.7 | 0.8 | 0.9 | -0.1 | -11.5 | -1.7 | 1 | -0.5
CCNc1cc2n(c(=O)n1)CCc1cc(OC)c(OC)cc1-2 | 21.0 | 1.0 | 14.2 | -3.8 | 0.9 | 0.8 | -0.4 | -13.2 | 1.9 | 1 | -0.4
Clc1ccc(CNc2ccc3nnc(-c4ccccc4)n3n2)cc1 | 8.2 | 9.7 | -3.4 | 5.7 | 1 | 0.9 | -0.1 | -8.2 | 0.6 | 1 | 1.6
CC1=C(C)[N+](=O)C2CCCCC2N1[O-] (stereo unspecified) | 12.4 | 1.5 | -4.5 | -6.2 | 0.9 | 0.9 | -0.3 | 17.2 | 0.6 | 0.9 | 1.1
CCC/C(=N/NC(=O)c1ccc2c(c1)OCO2)c1cccs1 | -4.9 | 7.5 | 1.9 | 1.9 | 1.1 | 1 | -0.1 | -12.7 | -0.2 | 1 | 0.4
Cc1ccc(/C=N/n2c(C3CCCCC3)n[nH]c2=S)o1 | 21.7 | -0.2 | 13.5 | 4.2 | 0.9 | 0.8 | -0.2 | 0.2 | -0.3 | 1 | -0.6
O=C(Nc1ccc(NC(=O)c2sc3ccccc3c2Cl)cc1)c1ccco1 | -0.5 | 15.5 | -6.3 | 3.5 | 1 | 1 | 0.0 | -6.9 | 0.6 | 0.8 | 2.7
CCN(Cc1ccncc1)C(=S)NCc1ccccc1 | 10.9 | 0.3 | 6.5 | 5.4 | 1 | 0.9 | -0.1 | -7.7 | -1.8 | 1 | 2.7
C[C@@H]1C[C@H]2[C@@H]3CCC4=CC(=O)C=C[C@]4(C)[C@@]3(F)[C@@H](O)C[C@]2(C)[C@H]1C(=O)CO | 8.4 | 8.2 | -9.3 | 17.6 | 1.2 | 0.9 | -0.3 | 4.7 | 0.0 | 1.3 | 0.6
CCOC(=O)Cc1nnc(Nc2cc(C)ccc2C)c2ccccc12 | 7.5 | 0.7 | 19.6 | 1.7 | 1 | 0.9 | -0.1 | 1.4 | -1.9 | 1 | 7.8
CN/S(=N/S(=O)(=O)c1ccccc1)c1ccc(C)cc1 (stereo unspecified) | 13.3 | -2.9 | -7.1 | -6.0 | 1 | 0.9 | 0.2 | -41.2 | -0.7 | 1 | 0.0
COc1ccc2nc(-c3ccccc3)[nH]c2c1 | -18.2 | 23.9 | 68.8* | -10.2 | 1 | 1.2 | -0.1 | 5.3 | -0.4 | 1 | -0.5
Cc1ccc(C(=O)Nc2cccc(C(=O)NCc3ccco3)c2)cc1 | 19.2 | 11.0 | 1.4 | -1.2 | 0.9 | 0.8 | -0.3 | 66.7* | -0.6 | 0.8 | 2.4
Cc1nnc(N(CCC#N)CCC#N)s1 | 23.7 | 3.4 | -12.4 | 1.6 | 0.9 | 0.8 | -0.5 | 23.8 | 1.5 | 1 | 0.9
CC(C)(C)N(Cc1ccccc1)C(=O)c1ccc(Cl)cc1[N+](=O)[O-] | 12.3 | -0.5 | 12.6 | -11.7 | 1 | 0.9 | -0.3 | 2.0 | -1.1 | 0.9 | 2.2
COc1cc2c(cc1NC(=O)c1cccc([N+](=O)[O-])c1)oc1ccccc12 | 1.7 | -34.2 | -6.9 | 1.4 | 0.8 | 1 | -0.3 | x | 2.5 | 0.8 | 1.6
CC(=O)NC(C(=O)c1ccccc1)C(=O)c1ccccc1 | 8.1 | 6.2 | -5.3 | 4.8 | 1.6 | 0.9 | -0.1 | -4.9 | -0.4 | 1.4 | 0.1
O=C(COC(=O)c1ccc(S(=O)(=O)Nc2ccccc2)cc1)NCCN1C(=O)CSC1=O | 6.9 | -1.3 | -4.0 | -1.7 | 1 | 0.9 | -0.1 | -39.1 | 2.7 | 1 | 2.8
O=C(O)c1ccc(Sc2ccccn2)c([N+](=O)[O-])c1 | 10.7 | 15.1 | -3.4 | 3.6 | 1 | 0.9 | -0.3 | -18.7 | -0.6 | 1.1 | -0.4
O=C(NCc1cccs1)C1CCCN1C(=O)Nc1ccc(Cl)cc1 (stereo unspecified) | 0.1 | -1.6 | 9.1 | -7.4 | 1.1 | 1 | -0.1 | -25.7 | -3.0 | 1.1 | 0.1
O=C(NC12CC3CC(CC(C3)C1)C2)N1CCN(C(=O)C2CCCO2)CC1 (stereo unspecified) | 19.4 | -14.0 | -2.8 | -1.1 | 0.8 | 0.8 | -0.5 | -0.5 | -0.6 | 0.8 | 1.9
COc1cc2c3nnc(-c4ccc(F)cc4)c-3cn(Cc3ccc(C)cc3)c2cc1OC | -54.4 | -38.7 | 2.1 | 47.7* | 1 | 1.5 | 0.1 | x | -0.6 | 1.1 | 5.1
Cc1ccc(S(=O)(=O)N/N=C2\C(=O)C3(C)CCC2C3(C)C)cc1 (stereo unspecified) | 8.3 | 11.0 | 0.1 | 3.6 | 2.1* | 0.9 | -0.3 | -1.9 | -0.8 | 1.8 | -0.4
CCCc1nc2c(C)cc(-c3nc4ccccc4n3C)cc2n1Cc1ccc(-c2ccccc2C(=O)O)cc1 | 10.6 | 8.0 | x | x | 1.1 | 0.9 | -0.3 | -4.3 | x | 0.9 | x
COc1nc(Nc2cccc(C(F)(F)F)c2)nc(OC)n1 | 15.0 | 2.2 | 5.5 | -7.8 | 0.9 | 0.8 | 0.8 | x | -0.5 | 1 | 5.4
Nc1nc(Nc2cccc3ccccc23)nc(C2CCCC2=O)n1 (stereo unspecified) | 7.6 | 3.6 | -3.1 | 1.7 | 1 | 0.9 | -0.3 | -5.6 | -0.3 | 1 | 2.9
O=C(COc1ccc(/C=N/NS(=O)(=O)c2ccccc2)cc1)NCc1ccccc1 | -3.5 | 3.6 | -2.9 | 17.6 | 1.1 | 1 | -0.1 | x | 0.9 | 1.1 | 6.1
Cc1cc(Nc2n[nH]c(N)c2C#N)ccc1F | 6.1 | 8.2 | 3.0 | -14.4 | 1 | 0.9 | 0.1 | -2.1 | -0.8 | 0.9 | 1.5
CSc1cccc(NC(=O)CSc2nnc(C)s2)c1 | 12.4 | 9.3 | 5.8 | -5.6 | 1 | 0.9 | -0.1 | -10.0 | 3.0 | 1 | 1.6
O=[N+]([O-])c1ccc2oc(-c3cccc(O)c3)nc2c1 | 17.8 | 13.9 | -1.6 | -16.4 | 0.9 | 0.8 | -0.1 | 2.7 | -1.4 | 0.9 | 13.2*

Grouped by structure, the compounds so far with a CF3 group.
SMILES | Diaph inh CS | G6PDH counter | L major viab | TLR4 MyD88 comp | PMI act hi M6P | Diaphorase act | Hsp70 activator | S1P3 antag | DTT redox prof | PMI activator | RAM network inh
CCCCCC(=O)NCc1c(C(F)(F)F)nn(C)c1N1CCOCC1 | 14.5 | 10.2 | -0.2 | -19.9 | 0.9 | 0.9 | -0.2 | -5.1 | 0.8 | 0.8 | 0.3
COc1nc(Nc2cccc(C(F)(F)F)c2)nc(OC)n1 | 15.0 | 2.2 | 5.5 | -7.8 | 0.9 | 0.8 | 0.8 | x | -0.5 | 1 | 5.4

Screening results (PubChem)
